Abeta yeast res: compounds reversing amyloid beta toxicity in yeast; yeast expressing A-beta42, growth rescue, OD600, 48 h; response scale: 0% DMSO, 100% iron-clioquinol control; Potency, µM (top dose mostly 46.1 µM), without a hit: at the highest dose growth rescue, most hits filed as activators; 0.063% of 410,000 active; AID 1347071; note: potency is the fitted concentration of half-maximal effect; nearly all actives have a fitted effect of over 55% in size
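Yeast growth medium received pinned compounds, then yeast cells expressing toxic A-beta were added; plates incubated at 30 C for 48 hr. Growth read as absorbance at 600 nm, normalized to DMSO and equimolar FeCl3 plus clioquinol controls.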
IL2 activator: IL-2 activation. 0.065% of 360,000 active. activation, % (series mostly up to about 46 µM). AID 652025. IL-2 activation reporter assay, cell-based qHTS; stimulated with anti-CD3/CD4/CD28 beads; in transgenic mouse T cells; in the data active = activation above about 50%; inconclusive = mostly about 30% to 49%; note: 0% is about no effect
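Quantitative HTS in unstimulated transgenic mouse T cells, with memory T cells as non-tolerant control and PMA/ionomycin as tolerance-bypass control. Compound pretreatment lasted 60 minutes before 18 h bead stimulation; EGFP/DsRed fluorescence read.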
PI5P4K alpha inh: blocks human PI5P4K alpha kinase activity; AID 652105; 1.2% of 330,000 active; max response, %; PI5P4Kalpha enzyme, ADP-Glo luminescence, 60 min; active compounds read low; active = max response of -50% or lower; inconclusive = between -30% and -50%; inactive = -30% or higher; note: value at the top dose of about 77 µM; % is set by controls: 0 for no effect and ±100 for the full control effect
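Luminescence from ADP-Glo served as readout of PI5P4Kalpha activity in a qHTS format. Reaction: enzyme, substrate, compound, ATP at 5 microM final, 60 min at RT.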
EPAC1 antag: EPAC1 (human) antagonism | O95398 | EPAC1 GEF assay, Rap1b-BODIPY-GDP exchange fluorescence | Potency, µM (doses to about 115 µM), for inactives: at the top dose activity change, negative = inhibition, actives largely listed as inhibitors | 0.14% of 360,000 active;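 note: potency is the fitted concentration of half-maximal effect; plate controls were vehicle for no effect and positive control for full effect; nearly all actives have a fitted effect of over 50% in size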
Target sequence (O95398 whole entry, looked up): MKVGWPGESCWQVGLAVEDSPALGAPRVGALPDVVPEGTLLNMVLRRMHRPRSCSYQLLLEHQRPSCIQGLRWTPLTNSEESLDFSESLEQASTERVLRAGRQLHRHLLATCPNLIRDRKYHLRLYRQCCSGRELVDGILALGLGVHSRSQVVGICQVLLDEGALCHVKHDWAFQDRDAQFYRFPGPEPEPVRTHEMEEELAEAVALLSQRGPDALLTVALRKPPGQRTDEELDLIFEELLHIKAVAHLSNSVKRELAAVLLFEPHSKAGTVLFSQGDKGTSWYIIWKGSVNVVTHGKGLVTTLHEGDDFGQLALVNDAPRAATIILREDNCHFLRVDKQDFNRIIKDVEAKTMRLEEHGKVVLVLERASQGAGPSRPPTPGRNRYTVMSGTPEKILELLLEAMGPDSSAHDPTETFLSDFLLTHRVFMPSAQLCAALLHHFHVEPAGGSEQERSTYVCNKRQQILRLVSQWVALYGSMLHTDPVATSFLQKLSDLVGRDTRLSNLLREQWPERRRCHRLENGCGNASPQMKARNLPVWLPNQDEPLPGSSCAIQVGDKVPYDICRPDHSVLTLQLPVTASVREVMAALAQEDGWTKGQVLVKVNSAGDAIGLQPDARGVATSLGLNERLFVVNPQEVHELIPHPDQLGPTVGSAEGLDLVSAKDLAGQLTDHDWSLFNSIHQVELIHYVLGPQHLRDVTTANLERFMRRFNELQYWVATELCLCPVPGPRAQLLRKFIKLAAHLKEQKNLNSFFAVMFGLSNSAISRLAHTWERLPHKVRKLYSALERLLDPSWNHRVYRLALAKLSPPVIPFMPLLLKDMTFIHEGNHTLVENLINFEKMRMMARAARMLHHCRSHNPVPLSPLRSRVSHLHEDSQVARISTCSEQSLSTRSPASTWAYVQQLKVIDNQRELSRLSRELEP
EPAC1 ag: activates human EPAC1 exchange factor | O95398 | EPAC1 agonist qHTS, biochemical assay; response scale: 100% = response to 6.5 mM cAMP | Potency, µM (series often up to 154 µM), for inactives: at the highest dose activation, usual class: activators | 0.073% of 360,000 active; note: potency is the fitted concentration of half-maximal effect; nearly all actives have a fitted effect of over 60% in size
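Compounds were pinned as a concentration titration into mixtures of EPAC1 (100 nM), BODIPY-GDP-loaded Rap1B (250 nM) and GDP (50 uM). After 5 min at room temperature, fluorescence was followed for 30 min; activity was scaled to 6.5 mM cAMP.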
WRN helicase inh: blocks human WRN helicase. AID 651768. Q14191. Potency, µM (top dose mostly 114 µM), for the others: at the highest dose activity change, negative = inhibition, most hits filed as inhibitors. 0.46% of 360,000 active. WRN helicase unwinding, fluorescent forked duplex, kinetic; note: potency is the fitted concentration of half-maximal effect; % is set by controls: 0 for no effect and ±100 for the full control effect; nearly all actives have a fitted effect of over 55% in size
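Primary qHTS, 1536-well format. 20 nM WRN + compound, 15 min RT; start with 100 nM forked fluorophore/quencher duplex, 2 mM ATP (final); kinetic read ex 525/em 598 nm.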
PLK1 PBD inh: blocks phosphopeptide binding to human PLK1 polo-box domain. P53350. Potency, µM, for inactives: max response, negative = inhibition, usual class: inhibitors. 2.8% of 360,000 active. Plk1 PBD binding of FITC phosphopeptide, fluorescence polarization; note: potency is the fitted concentration of half-maximal effect; series mostly up to about 57 µM; % is set by controls: 0 for no effect and ±100 for the full control effect; nearly all actives have a fitted effect of over 65% in size
FUS yeast rescue: FUS proteinopathy suppression in yeast | S. cerevisiae FUS-expressing, growth rescue, OD600, 24 h | Potency, µM (series often up to 76.6 µM), inactives show top-dose growth rescue (activation), usual class: activators | 0.24% of 390,000 active | AID 1347120;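 note: potency is the fitted concentration of half-maximal effect; plate controls were DMSO vehicle for no effect and reference control for full effect; nearly all actives have a fitted effect of over 55% in size; some results filed as inactive show a strong effect at the top dose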
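Absorbance at 600 nm, taken 24hr after compound addition, measured rescue of FUS-yeast growth at 30C. Induction used 2% galactose with seeding at OD 0.005. Controls: CP55940 from 92uM final, DMSO only.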
Numbers without * were called inactive; ? = inconclusive; . = not tested or not shown; & = joins results of further samples; [ ] = another dose, or the depositor's remark. Unless noted, calls come from the whole dose curve; as a rule, active = well fitted curve in the direction sought with a large enough effect; inconclusive = small, poorly fitted or top-dose-only effect, or another doubt; inactive = no such curve, though single readings can be large; an effect the other way counts as inactive or inconclusive. This is a random part of the collection (roughly 4.1% active in at least one column).

SMILES	Abeta yeast res	IL2 activator	PI5P4K alpha inh	EPAC1 antag	EPAC1 ag	WRN helicase inh	PLK1 PBD inh	FUS yeast rescue
CCOC(=O)C1=C(NC(=S)NC(=O)c2ccccc2)c2ccccc2CC1(C)CC (stereo unspecified)	28%	-0.7	1	-15%	-1%	-3%	-17%	21%
O=C(CSc1ccccc1)Nc1nc2ccccc2[nH]1	1%	-0.4	-3	-7%	-6%	-3%[57.1 µM]	-3%	-3%
COC(=O)CC1COc2ccccc2N1C(=O)c1ccc(C(C)(C)C)cc1 (stereo unspecified)	0%	3.1	5	-17%	3%	-4%	3%	32%
O=C(CNC(=O)c1cccs1)NCCc1ccco1	-3%	0.2	-5	-3%	-5%	-17%	-3%	.
CCOc1ccc(NC(=O)COC(=O)c2n[nH]c3ccccc23)cc1	-5%	-0.2	-5	-15%	-12%	-1%	1%	5%
Cc1ccc(C(=O)CCC(=O)Nc2ccc(Cl)c(S(=O)(=O)Nc3cccc(Cl)c3)c2)cc1	21%	-0.4	1	-22%	6%	-17%	-8%	.
CCOC(=O)C1=C(N)N(c2ccccc2)C(=O)C1	0%	-3.3	-58*	-4%	-6%	?	3µM*	-13%
NC(=O)CC(NC(=O)c1ccccc1)c1ccc(N2CCCCCCC2)c([N+](=O)[O-])c1 (stereo unspecified)	5%	0.2	0	-2%	-12%	-2%	-3%	18%
COc1cccc(/C=C2/SC(=O)N(CC(=O)N3CCc4ccccc4C3)C2=O)c1OCC(=O)O	-2%[9.22 µM]	-0.9	-5	-9%	6%	-31%	-16%	-4%
Cn1c(SCC(=O)N2CCCC2)nnc1-c1ccc2c(c1)OCO2	3%	1.6	0	-13%	-4%	4%	1%	11%
COc1ccc(C)cc1S(=O)(=O)n1ccnc1C	21%	-0.5	0	-3%	-1%	-2%	-8%	15%
CC1CCN(S(=O)(=O)c2ccc3ncn(CC(=O)N(C)C4CCCCC4)c(=O)c3c2)CC1	-4%	-0.1	6	-16%	-2%	-32%	-15%	26%

Rewritten bar-delimited: two of the compounds above.
smiles | Abeta yeast res | IL2 activator | PI5P4K alpha inh | EPAC1 antag | EPAC1 ag | WRN helicase inh | PLK1 PBD inh | FUS yeast rescue
O=C(CNC(=O)c1cccs1)NCCc1ccco1 | -3% | 0.2 | -5 | -3% | -5% | -17% | -3% | .
CCOc1ccc(NC(=O)COC(=O)c2n[nH]c3ccccc23)cc1 | -5% | -0.2 | -5 | -15% | -12% | -1% | 1% | 5%

(listing goes on)
SMILES	Abeta yeast res	IL2 activator	PI5P4K alpha inh	EPAC1 antag	EPAC1 ag	WRN helicase inh	PLK1 PBD inh	FUS yeast rescue
COc1ccc(C2C(C(=O)N3CCCC3)CC(=O)N2c2ccc(OC)cc2)cc1 (stereo unspecified)	18%	-1.6	14	-10%	0%	-1%	-27%	9%
CCN(CC)S(=O)(=O)c1ccc(N2CCCC2)c(NC(=O)c2ccccc2OC)c1	-10%	-3.7	-8	4%	0%	-5%	7%	32%
Cc1ccc(S(=O)(=O)N(C)c2ccc(OC(=O)c3cccs3)cc2)cc1	-5%	0.5	-3	0%	10%	-24%	5%	19%
CC(C)CCNC(=O)CN(C(=O)CCC(=O)Nc1ccccn1)c1ccc2c(c1)OCCO2	7%	-0.5	-1	15%	1%	-3%	4%	-8%
O=C(O)c1nc(Cl)c(Cl)c(N/N=C/c2ccccc2C(F)(F)F)c1Cl	-26%	0.9	-5	-8%	-10%	-19%	-18%	16%
Cc1cc(O)c(C(C)C)cc1N=C1CSC(=O)N1	31%	0.8	?	3%	-2%	-14%	?	17%
CC(=O)c1ccc(-n2c(SCC(=O)c3c[nH]c4ccccc34)nc3ccccc3c2=O)cc1	5%	-2.9	0	-30%	-2%	-1%	4%	22%
CCCCCSc1nc2c(c(=O)[nH]c(=O)n2C)n1C(C)C	1%	-3.1	1	-7%	-8%	-3%	?	-8%
O=C1N=C(N2CCOCC2)SC1=Cc1ccco1	0%	-0.3	6	5%	-6%	4%	-8%	9%
COc1ccc2c(c1OC)C(=O)OC2c1c(O)nc(SC)n(-c2ccccc2)c1=O (stereo unspecified)	-2%	-0.2	-1	3%	8%	-14%	-13%	-3%
CCN1C(=S)N[C@@H](CCc2ccccc2)[C@H](C(=O)OC)[C@H]1C	6%	1.2	0	2%	-4%	4%	-7%	-7%
NC(=S)n1[nH]c(-c2ccc([N+](=O)[O-])cc2)c(N=Nc2ccccc2[N+](=O)[O-])c1=O	-17%	0.5	-21	-16%	3%	-21%[11.6 µM]	-28%	11%
O=C(Oc1c(Cl)cc(Cl)c2cccnc12)c1cccs1	-68%[inhibitor]	-3.5	7	2%	13%	-3%	-2%	-6%
O=C(CSc1nnc(-c2ccc(OC(F)F)cc2)o1)NCc1cccs1	25%	-1.4	-8	3%	-1%	0%	0%	-15%
c1cc(C2CCN(Cc3nc(-c4ccc5c(c4)OCO5)no3)CC2)ccn1	13%	-0.7	3	-27%	2%	-2%	-8%	1%
COc1cccc(-n2nnnc2SCC(=O)NCc2ccco2)c1	9%	0.4	-15	-2%	3%	-9%	-7%	-18%
COc1cccc(N(CC(=O)N2CCN(c3ccccc3OC)CC2)S(C)(=O)=O)c1	-9%	-1.3	2	0%	-4%	8%	-5%	21%
CCOc1ccc(N(CC(=O)NC(C)C)C(=O)CCC(=O)Nc2ccccn2)cc1	-12%	0.8	0	1%	-6%	-3%	-4%	-6%
COc1cc(NC(=O)c2onc(C)c2Cl)cc(OC)c1OC	4%	0.2	-1	18%	-4%	-6%	1%	-26%
CCN(CC(=O)Nc1ccccc1SC)Cc1nc2ccccc2c(=O)[nH]1	-8%	-5.0	1	-8%	9%	-32%	-4%	11%
CCOC(=O)C1C(=O)CC(C)(O)C(C(=O)OCC)C1c1ccc(N(CC)CC)cc1 (stereo unspecified)	-3%	-3.0	-1	-5%	-10%	7%[57.1 µM]	-7%	7%
Cc1ccccc1C(=O)Nc1cc(-c2cc(C(C)(C)C)oc2C)nn1C	27%	-4.2	0	-29%	4%	-8%	-8%	29%
Cc1ccc(S(=O)(=O)N2CCOCC2)cc1C(=O)Nc1ccc(N2CCCCCC2)cc1	12%	-1.0	-8	-20%	4%	-2%	-8%	?
CCC(C)NC(=O)c1cc2cc3ccc(OC)cc3nc2s1 (stereo unspecified)	14%	1.7	.	-16%	16%	-11%	-5%	24%
N#C/C(=C\c1c(N2CCN(c3ccccc3)CC2)nc2ccccn2c1=O)C(N)=O	-3%	-1.9	0	0%	7%	4%	-15%	25%
Cc1nnc(SCC(=O)O)s1	-7%	0.6	6	0%	1%	-3%	-4%	-23%
CC(C(=O)NCCCc1ccccc1)n1cccc1C(=O)c1ccccc1 (stereo unspecified)	8%	1.4	0	-1%	-5%	0%[57.1 µM]	3%	16%
COc1ccc2c(c1)C(NC(C)=O)C(=O)N2CCc1ccccc1 (stereo unspecified)	7%	1.3	-4	3%	-4%	2%	-4%	-11%
CCn1cnc2cc(NS(=O)(=O)c3ccc(OC)c(OC)c3)ccc21	-1%	1.0	-2	-7%	-1%	2%	-1%	-1%
CC(C)c1ccc(C(=O)CSc2n[nH]c(-c3ccncc3)n2)cc1	-49%[inhibitor]	1.0	5	5%	3%	-5%	-2%	8%
CCCCN1C(=O)C(CC(=O)NC2CCCCC2)CC(C(=O)N(CC)CC)=C1C (stereo unspecified)	-3%	-0.1	-2	4%	4%	4%	-12%	-3%
Cc1cc(C(=O)Cn2nc(C(=O)O)c3ccccc3c2=O)c(C)n1CC(F)(F)F	9%	-0.5	-3	-14%	-7%	2%	-9%	5%
OCCN(CCO)Cc1csc2ccccc12	13%	0.7	-4	0%	-1%	0%	-3%	.
N#CCCN1CCN(C(=S)c2ccc(-c3cccc(Cl)c3)o2)CC1	7%	0.5	.	-17%	17%	-8%	-27%	23%
O=S(=O)(c1ccc(NC(=S)N/N=C/c2cccc(Oc3ccccc3)c2)cc1)N1CCOCC1	1%	-3.3	-3	-2%	9%	-12%	-5%	19%
O=C(c1ccccc1)N1CCN(CC(O)Cn2ccc3ccccc32)CC1 (stereo unspecified)	-16%	-0.1	-2	-5%	-1%	4%	0%	21%
CCC(C)Sc1cccc(-c2nc3ccc(C)cn3c2NC2CCCCC2)c1 (stereo unspecified)	-9%&2%	-0.6&-0.7	0&-4	-10%&8%	-20%&11%	-7%&-6%	5%&-3%	-6%&8%
Cc1ccc(N2C(=O)Nc3ccc(Br)cc3C2(O)C(=O)NCCCN(C)C)cc1C (stereo unspecified)	27%	0.6	-2	2%	-10%	6%	0%	2%
CC(=O)Nc1ccc(S(=O)(=O)Nc2ccccc2C(=O)N2CCCCCC2)cc1	-1%	0.0	-3	8%	10%	2%	-8%	-9%
CCCCCCN1C[C@H](n2cc(-c3ccc(F)cc3)nn2)[C@@H](O)C[C@@H]1c1ccc(C)cc1	9%	-2.7	-2	-10%	-29%	-1%	3%	?
CN(CCCC(=O)N1CCN(c2ncccn2)CC1)S(=O)(=O)c1ccc(F)cc1	0%	-0.3	-2	-12%	-7%	-1%	-6%	9%
COc1cc(C(=O)O)nc2ccc([N+](=O)[O-])cc12	-6%	0.2	1	-23%	-1%	-2%[57.1 µM]	-21%	-6%
COc1ccc(C(=O)N(CC2CCCO2)C(C(=O)NCCC(C)C)c2ccc(C)cc2)cc1OC (stereo unspecified)	11%	-0.4	0	-10%	-1%	3%	-3%	.
CC[C@]1(C(=O)OC)[C@H]2C(=O)N(Cc3ccccc3)C(=O)[C@H]2[C@H]2CN(C)C(=NC)N21	2%	0.2	-4	2%	-1%	1%	-7%	-30%
NC(=O)C1(N2CCCCC2)CCN(C2CC(=O)N(CCc3ccccc3)C2=O)CC1 (stereo unspecified)	5%	-0.1	5	-7%	5%	0%	-10%	-7%
O=C(CCCC(=O)N1CCN(c2ccc([N+](=O)[O-])cc2)CC1)c1ccccc1	-29%	0.2	11	-4%	3%	-4%	0%	.
COc1cccc(CN(Cc2cccnc2)S(=O)(=O)c2ccc(-n3cnnn3)c(C)c2)c1	-8%	2.3	.	-11%	1%	-3%	-10%	?
O=C(CSc1nnc(-c2cccnc2)o1)N1CCCCC1	-2%	-0.4	1	-11%	6%	1%	-12%	12%
O=C1C2C3C=CC(C4CC34)C2C(=O)N1CCc1ccccc1 (stereo unspecified)	-7%	0.0	-4	-4%	-8%	-5%	-1%	.

Screening data deposited in PubChem by National Center for Advancing Translational Sciences (NCATS).
